Rin1 Abl inh – inhibitors of human Rin1-Abl protein interaction. 360,000 compounds, 0.4% hits. inhibition, % at 7.35 µM. P00519+Q13671. TR-FRET Rin1/Abl binding, biochemical. AID 588664; in the data active = inhibition above about 5%, passing the limit was not always enough
Target sequence (P00519 whole entry, looked up): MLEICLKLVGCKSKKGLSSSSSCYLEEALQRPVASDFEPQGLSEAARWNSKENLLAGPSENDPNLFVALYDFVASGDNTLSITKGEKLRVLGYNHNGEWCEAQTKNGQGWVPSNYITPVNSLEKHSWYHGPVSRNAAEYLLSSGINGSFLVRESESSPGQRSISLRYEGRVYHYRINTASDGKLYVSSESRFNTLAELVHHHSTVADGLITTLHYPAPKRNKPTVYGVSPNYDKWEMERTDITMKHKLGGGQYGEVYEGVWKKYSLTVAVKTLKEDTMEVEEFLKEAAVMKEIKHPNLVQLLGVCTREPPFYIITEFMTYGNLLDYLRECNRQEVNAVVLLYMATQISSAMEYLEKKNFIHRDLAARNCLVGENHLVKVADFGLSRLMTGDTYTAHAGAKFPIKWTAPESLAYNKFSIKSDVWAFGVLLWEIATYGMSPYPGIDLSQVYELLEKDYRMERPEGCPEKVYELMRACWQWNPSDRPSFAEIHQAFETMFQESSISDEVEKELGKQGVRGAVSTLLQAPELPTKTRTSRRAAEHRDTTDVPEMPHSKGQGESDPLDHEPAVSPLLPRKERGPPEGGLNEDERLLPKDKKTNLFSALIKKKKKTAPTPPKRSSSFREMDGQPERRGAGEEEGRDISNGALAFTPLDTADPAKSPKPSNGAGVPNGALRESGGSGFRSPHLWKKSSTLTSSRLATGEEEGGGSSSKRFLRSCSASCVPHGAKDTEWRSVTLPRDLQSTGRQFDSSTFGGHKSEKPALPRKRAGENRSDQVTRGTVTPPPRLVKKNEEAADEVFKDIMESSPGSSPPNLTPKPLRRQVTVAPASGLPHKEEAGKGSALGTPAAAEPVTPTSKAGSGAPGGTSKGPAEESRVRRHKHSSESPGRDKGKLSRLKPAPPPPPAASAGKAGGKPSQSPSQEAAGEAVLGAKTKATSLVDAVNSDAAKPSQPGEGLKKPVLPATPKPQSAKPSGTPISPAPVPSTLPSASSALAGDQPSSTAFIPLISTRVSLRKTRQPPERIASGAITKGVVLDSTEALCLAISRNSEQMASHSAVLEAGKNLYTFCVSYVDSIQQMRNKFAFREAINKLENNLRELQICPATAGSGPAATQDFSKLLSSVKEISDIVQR
Target sequence (Q13671 whole entry, looked up): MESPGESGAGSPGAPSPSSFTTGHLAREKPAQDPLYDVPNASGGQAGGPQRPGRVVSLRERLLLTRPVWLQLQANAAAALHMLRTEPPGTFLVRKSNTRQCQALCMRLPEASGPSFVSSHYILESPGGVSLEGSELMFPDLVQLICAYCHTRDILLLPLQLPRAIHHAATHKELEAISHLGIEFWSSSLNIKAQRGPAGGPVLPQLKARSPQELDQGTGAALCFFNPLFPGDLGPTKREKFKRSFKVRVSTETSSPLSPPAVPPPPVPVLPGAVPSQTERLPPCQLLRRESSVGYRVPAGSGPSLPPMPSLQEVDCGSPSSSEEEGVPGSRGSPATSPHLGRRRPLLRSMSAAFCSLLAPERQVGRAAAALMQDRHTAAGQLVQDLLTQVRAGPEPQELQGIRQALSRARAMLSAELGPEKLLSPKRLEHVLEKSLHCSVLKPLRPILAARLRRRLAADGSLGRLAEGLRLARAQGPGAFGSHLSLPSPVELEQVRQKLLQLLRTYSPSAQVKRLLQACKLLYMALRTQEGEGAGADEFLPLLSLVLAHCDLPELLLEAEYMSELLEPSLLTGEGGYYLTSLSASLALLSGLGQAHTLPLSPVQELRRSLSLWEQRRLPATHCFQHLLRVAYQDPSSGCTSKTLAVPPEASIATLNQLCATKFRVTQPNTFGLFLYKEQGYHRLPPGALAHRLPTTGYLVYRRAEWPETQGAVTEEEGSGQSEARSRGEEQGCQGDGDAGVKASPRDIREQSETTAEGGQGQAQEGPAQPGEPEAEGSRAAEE
MsrA act – bovine methionine sulfoxide reductase A activation | purified bovine MsrA, absorbance read-out | 360,000 compounds, 0.3% hits | AID 602163 | activation, % at 10.6 µM; in the data active = activation above about 7.5%;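 note: 0% = vehicle and 100% = reference activator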
FAS TE block – inhibitors of human fatty acid synthase thioesterase domain. P49327. recombinant FAS-TE, OMFH fluorogenic substrate, fluorescence endpoint. inhibition, % at 15 µM. 360,000 compounds, 0.67% hits;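 active = compounds whose normalised, plate-corrected inhibition of enzyme fluorescence in the single-dose primary screen is 50% or more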;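 note: 0% = DMSO with enzyme and 100% = substrate without enzyme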
Neddyl block – inhibitors of human cullin neddylation; calls only at 25 µM; P61081+Q13564; TR-FRET cullin neddylation, biochemical; 360,000 compounds, 0.58% hits; AID 651699; in the data active = inhibition above about 36%
MsrA inh – inhibits bovine methionine sulfoxide reductase A; inhibition, % at 15.5 µM; AID 651718; purified bovine MsrA, absorbance read-out; 360,000 compounds, 0.75% hits; in the data active = inhibition above about 4.5%;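 note: 0% = vehicle wells with enzyme and 100% = reference inhibitor wells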
PABP1 MLLE inh – inhibitors of microRNA-mediated deadenylation, human PABP1 MLLE binding; P11940; GST-MLLE / FITC-PAM2 fluorescence polarization; inhibition, % at 20 µM; 360,000 compounds, 0.36% hits; AID 588489; in the data active = inhibition above about 35%, passing the limit was not always enough;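 note: plate controls were DMSO wells with GST-MLLE for no effect and wells lacking GST-MLLE protein for full effect; some results filed as inactive read as strong as hits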
TbMetRS inhib – Trypanosoma brucei MetRS inhibition; 360,000 compounds, 0.4% hits; purified T. brucei MetRS, ATP depletion, Kinase-Glo luminescence; AID 624268; inhibition, % at 11.9 µM;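 active = inhibition above a per-plate cutoff of the control wells' mean inhibition plus 3 SD, cut at about 5.5% in these data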;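 note: 0% = DMSO wells median and 100% = median of wells with control inhibitor compound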
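technique = Kinase-Glo luminescence, ATP depletion format | system = purified MetRS (methionyl-tRNA synthetase) enzyme from Trypanosoma brucei | timing = 15 min preincubation, 2 h reaction, all 25 °C | evaluation = percent inhibition versus plate control medians | dosing = single dose, 11.9 µM final nominal, 0.9% final DMSO | also added = substrates ATP, L-methionine and bulk Escherichia coli tRNA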
E coli Lon inh – inhibitors of E. coli Lon protease; P0A9M0; purified E. coli Lon protease, fluorescence polarization; inhibition, % at 7.94 µM; 360,000 compounds, 0.42% hits; in the data active = inhibition above about 13%, passing the limit was not always enough;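 note: 0% = enzyme with probe and DMSO and 100% = no enzyme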
CSN inh – CSN deneddylation inhibition; 360,000 compounds, 0.38% hits; Purified CSN, SCF-Nedd8-OG deneddylation, fluorescence polarization; inhibition, % at 12.5 µM;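 active = pattern-corrected inhibition above about 35%, with an unprinted fluorescence ratio check between 0.5 and 1.5, limit read from the data, passing the limit was not always enough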;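 note: 0% = enzyme with substrate and 100% = substrate without enzyme; some results filed as inactive read as strong as hits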
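Material: purified human Csn5 enzyme expressed in HEK293T cells / Medium: Tris buffer pH 7.5, NaCl, DTT, Tween-20, trehalose, ovalbumin / Compound dosing: 12.5 µM single point / Schedule: 90 min incubation of compound, enzyme and substrate at room temperature / Signal: fluorescence polarization of the substrate / Control set: no-enzyme wells high, enzyme-with-substrate wells low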
The depositor's hits bear a star.

Screening COC(=O)c1ccccc1NC(=O)CNC(=O)c1ccco1 returned Rin1 Abl inh -1, MsrA act -2, FAS TE block -6, Neddyl block inactive, MsrA inh 0.8, PABP1 MLLE inh -1, TbMetRS inhib -0.8, E coli Lon inh -12 and CSN inh 2.
For O=C(CSc1nnnn1-c1ccccc1)CC(=O)Nc1ccc(Cl)cc1 the results were Rin1 Abl inh -3, MsrA act -12, FAS TE block 16, Neddyl block inactive, MsrA inh -0.2, PABP1 MLLE inh -63, TbMetRS inhib 0.4, E coli Lon inh -6 and CSN inh -1.
Screening CC(C)(C)NCC(=O)c1c[nH]c2ccccc12 returned Rin1 Abl inh -1, MsrA act -4, FAS TE block -3, Neddyl block inactive, MsrA inh -1.3, PABP1 MLLE inh -6, TbMetRS inhib -0.1, E coli Lon inh -4 and CSN inh -1.
O=S(=O)(N1CCOCC1)N1CCN(c2ccc(F)cc2)CC1 was read as Rin1 Abl inh 2, MsrA act -2, FAS TE block -6, Neddyl block inactive, MsrA inh -1.1, PABP1 MLLE inh -1, TbMetRS inhib -0.2, E coli Lon inh -7 and CSN inh 0.
`N/C(=N\OC(=O)CCCc1ccccc1)c1ccccn1` gave Rin1 Abl inh -3, MsrA act -3, FAS TE block -8, Neddyl block inactive, MsrA inh -0.5, PABP1 MLLE inh -10, TbMetRS inhib -0.3, E coli Lon inh -2 and CSN inh -13.
Screening O=C(O)c1cccc2c1Cc1cc([N+](=O)[O-])ccc1-2 returned Rin1 Abl inh 0, MsrA act -4, FAS TE block 15, Neddyl block inactive, MsrA inh 3.5, PABP1 MLLE inh 12, TbMetRS inhib -0.1, E coli Lon inh -1 and CSN inh 2.
`Cc1ccc(S(=O)(=O)N2CCC(C(=O)NCc3ccccc3Cl)CC2)cc1` gave Rin1 Abl inh -1, MsrA act 1, FAS TE block 6, Neddyl block inactive, MsrA inh 0.7, PABP1 MLLE inh 11, TbMetRS inhib 1.2, E coli Lon inh 15 and CSN inh 0.
Screening Cc1cccc(CC(=O)NCCS(=O)(=O)N2CCN(c3ccccc3)CC2)c1 returned Rin1 Abl inh 3, MsrA act -10, FAS TE block -6, Neddyl block inactive, MsrA inh -0.9, PABP1 MLLE inh -1, TbMetRS inhib -0.4, E coli Lon inh -2 and CSN inh 1.
Cc1c(C(=O)NCCc2ccccc2)oc2ccc(S(=O)(=O)N3CCC4(CC3)OCCO4)cc12 was read as Rin1 Abl inh 2, MsrA act -11, FAS TE block 15, Neddyl block inactive, MsrA inh -0.7, PABP1 MLLE inh 1, TbMetRS inhib -0.7, E coli Lon inh -2 and CSN inh 0.
Screening CN(C)S(=O)(=O)c1ccc(NC(=O)CSc2nnnn2C)cc1 returned Rin1 Abl inh -2, MsrA act -5, FAS TE block -4, Neddyl block inactive, MsrA inh 0.7, PABP1 MLLE inh -54, TbMetRS inhib -0.3, E coli Lon inh -2 and CSN inh -3.
For Cc1nc(-c2ccccn2)sc1C(=O)Nc1ccc(F)cc1 the results were Rin1 Abl inh -1, MsrA act 0, FAS TE block -2, Neddyl block inactive, MsrA inh 1.4, PABP1 MLLE inh -14, TbMetRS inhib -0.1, E coli Lon inh 7 and CSN inh 5.
Screening CCOc1cc(/C=N/NC(=O)c2ccc(CN3CCOCC3)cc2)ccc1OCc1ccccc1 returned Rin1 Abl inh -1, MsrA act -3, FAS TE block 4, Neddyl block inactive, MsrA inh 3.2, PABP1 MLLE inh -4, TbMetRS inhib -0.1, E coli Lon inh 7 and CSN inh -4.
`O/N=C/c1ccccc1OCc1ccc(Cl)cc1` gave Rin1 Abl inh 0, MsrA act -5, FAS TE block -1, Neddyl block inactive, MsrA inh 3.8, PABP1 MLLE inh 0, TbMetRS inhib -0.6, E coli Lon inh -2 and CSN inh 2.
For Cc1nc(Nc2cccc(C(F)(F)F)c2)nc2c1C(=O)CC(C)C2 (configuration not stated) the results were Rin1 Abl inh 3, MsrA act -2, FAS TE block -9, Neddyl block inactive, MsrA inh 0.2, PABP1 MLLE inh 5, TbMetRS inhib -0.8, E coli Lon inh -13 and CSN inh 8.
Screening COc1ccc(OC)c(NC(=O)c2csc(Cl)c2OC)c1 returned Rin1 Abl inh -2, MsrA act -13, FAS TE block 16, Neddyl block inactive, MsrA inh -0.1, PABP1 MLLE inh 7, TbMetRS inhib -1.6, E coli Lon inh 0 and CSN inh -3.
CCOc1ccc(S(=O)(=O)Nc2cccc(C(=O)N3CCN(c4ccc(OC)cc4)CC3)c2)cc1 was read as Rin1 Abl inh 1, MsrA act -4, FAS TE block 29, Neddyl block inactive, MsrA inh 0.3, PABP1 MLLE inh -8, TbMetRS inhib 0.6, E coli Lon inh 4 and CSN inh 3.
Screening O=C(N/N=C/c1cccnc1)C1CC1(c1ccccc1)c1ccccc1 (configuration not stated) returned Rin1 Abl inh 7, MsrA act -12, FAS TE block 0, Neddyl block inactive, MsrA inh 1.9, PABP1 MLLE inh 5, TbMetRS inhib -1.4, E coli Lon inh -6 and CSN inh -10.
`Cc1cccc(C)c1NC(=O)C(NC(=O)c1ccccn1)c1ccccc1[N+](=O)[O-]` (configuration not stated) gave Rin1 Abl inh 1, MsrA act -3, FAS TE block 12, Neddyl block inactive, MsrA inh 1.0, PABP1 MLLE inh 1, TbMetRS inhib -0.2, E coli Lon inh 1 and CSN inh 0.
`Cc1ccc(NC(=O)c2ccc(S(=O)(=O)Nc3c(C)n(C)n(-c4ccccc4)c3=O)cc2)nc1` gave Rin1 Abl inh 5, MsrA act -7, FAS TE block -2, Neddyl block inactive, MsrA inh 1.7, PABP1 MLLE inh 4, TbMetRS inhib -0.5, E coli Lon inh -8 and CSN inh -7.
`CC1CCN(S(=O)(=O)c2ccc(NC(=O)c3ccco3)cc2)CC1` gave Rin1 Abl inh 3, MsrA act 0, FAS TE block 5, Neddyl block inactive, MsrA inh 1.3, PABP1 MLLE inh 10, TbMetRS inhib 0.4, E coli Lon inh -2 and CSN inh 6.
For COc1cccc(OCCn2cc(C=O)c3ccccc32)c1 the results were Rin1 Abl inh -2, MsrA act -5, FAS TE block 14, Neddyl block inactive, MsrA inh -0.4, PABP1 MLLE inh -9, TbMetRS inhib 0.3, E coli Lon inh -6 and CSN inh 0.
For O=C(NC1CCCCC1)c1ccc2c(c1)OCCO2 the results were Rin1 Abl inh -1, MsrA act 1, FAS TE block -1, Neddyl block inactive, MsrA inh -0.4, PABP1 MLLE inh 7, TbMetRS inhib -0.6, E coli Lon inh 3 and CSN inh -1.
`Cc1ccc(CN2CCN(C3CCC3)CC2CCO)cc1` (configuration not stated) gave Rin1 Abl inh 4, MsrA act -8, FAS TE block -4, Neddyl block inactive, MsrA inh 0.8, PABP1 MLLE inh -5, TbMetRS inhib -0.3, E coli Lon inh -8 and CSN inh 1.
For COc1cc2c(cc1OC)C(C(=O)N1CCCCC1)C(c1ccccc1F)N(C)C2=O (configuration not stated) the results were Rin1 Abl inh 2, MsrA act 1, FAS TE block -3, Neddyl block inactive, MsrA inh -0.7, PABP1 MLLE inh 2, TbMetRS inhib 0.1, E coli Lon inh -2 and CSN inh 2.
O=C(NCc1ccco1)c1cc([N+](=O)[O-])ccc1N1CCOCC1 was read as Rin1 Abl inh -5, MsrA act -2, FAS TE block -1, Neddyl block inactive, MsrA inh 0.3, PABP1 MLLE inh 2, TbMetRS inhib 0.4, E coli Lon inh 0 and CSN inh 4.
`Cc1c2c(nc3ccccc13)OCC2` gave Rin1 Abl inh 5, MsrA act -1, FAS TE block -9, Neddyl block inactive, MsrA inh -1.3, PABP1 MLLE inh 13, TbMetRS inhib -0.3, E coli Lon inh -5 and CSN inh 1.
Screening COc1cccc(OC)c1C(=O)Nc1sc2c(c1C(N)=O)CCN(Cc1ccccc1)C2 returned Rin1 Abl inh -2, MsrA act 3, FAS TE block -53, Neddyl block inactive, MsrA inh 0.3, PABP1 MLLE inh -13, TbMetRS inhib -0.3, E coli Lon inh -20 and CSN inh 7.
CC1CCCN(c2nc3ccsc3c(=O)s2)C1 (configuration not stated) was read as Rin1 Abl inh -7, MsrA act -14, FAS TE block 17, Neddyl block inactive, MsrA inh 0.3, PABP1 MLLE inh 7, TbMetRS inhib -0.6, E coli Lon inh -3 and CSN inh 5.
Screening CN(C)CCCN1C(=O)C(O)=C(C(=O)c2cc3ccccc3o2)C1c1ccccn1 (configuration not stated) returned Rin1 Abl inh -10, MsrA act -2, FAS TE block -4, Neddyl block inactive, MsrA inh -0.3, PABP1 MLLE inh 4, TbMetRS inhib 0.1, E coli Lon inh 1 and CSN inh -3.
For Cc1cccc(-c2n[nH]c(=S)n2/N=C/c2cccs2)c1 the results were Rin1 Abl inh -1, MsrA act 3, FAS TE block 1, Neddyl block inactive, MsrA inh -0.3, PABP1 MLLE inh -28, TbMetRS inhib 0.4, E coli Lon inh -10 and CSN inh 2.
O=C(N1CCCCC1)N1CCCN(C(=O)N2CCCCC2)CC1 was read as Rin1 Abl inh -2, MsrA act -3, FAS TE block -9, Neddyl block inactive, MsrA inh -0.5, PABP1 MLLE inh 10, TbMetRS inhib -0.7, E coli Lon inh 8 and CSN inh -1.
Screening CCOC(=O)C1=C(COC(=O)/C=C/c2ccc(OC)cc2)NC(=O)NC1C (configuration not stated) returned Rin1 Abl inh 3, MsrA act -7, FAS TE block -3, Neddyl block inactive, MsrA inh 0.8, PABP1 MLLE inh 1, TbMetRS inhib -0.8, E coli Lon inh 4 and CSN inh 4.
`COC(=O)C1=C(C)Nc2[nH]c(=S)[nH]c(=O)c2C1c1ccc(OC)cc1` (configuration not stated) gave Rin1 Abl inh -2, MsrA act 1, FAS TE block -5, Neddyl block inactive, MsrA inh 0.6, PABP1 MLLE inh 18, TbMetRS inhib -0.7, E coli Lon inh 7 and CSN inh -7.
Screening CC1(C)Cc2nc3sc(C(=O)NCCCO)c(N)c3cc2CS1 returned Rin1 Abl inh 1, MsrA act -8, FAS TE block -4, Neddyl block inactive, MsrA inh 0.9, PABP1 MLLE inh 8, TbMetRS inhib -1.1, E coli Lon inh -10 and CSN inh -2.

By substructure: the compounds so far with a Cl atom
For O=C(CSc1nnnn1-c1ccccc1)CC(=O)Nc1ccc(Cl)cc1 the results were Rin1 Abl inh -3, MsrA act -12, FAS TE block 16, Neddyl block inactive, MsrA inh -0.2, PABP1 MLLE inh -63, TbMetRS inhib 0.4, E coli Lon inh -6 and CSN inh -1.
`Cc1ccc(S(=O)(=O)N2CCC(C(=O)NCc3ccccc3Cl)CC2)cc1` gave Rin1 Abl inh -1, MsrA act 1, FAS TE block 6, Neddyl block inactive, MsrA inh 0.7, PABP1 MLLE inh 11, TbMetRS inhib 1.2, E coli Lon inh 15 and CSN inh 0.
`O/N=C/c1ccccc1OCc1ccc(Cl)cc1` gave Rin1 Abl inh 0, MsrA act -5, FAS TE block -1, Neddyl block inactive, MsrA inh 3.8, PABP1 MLLE inh 0, TbMetRS inhib -0.6, E coli Lon inh -2 and CSN inh 2.
Screening COc1ccc(OC)c(NC(=O)c2csc(Cl)c2OC)c1 returned Rin1 Abl inh -2, MsrA act -13, FAS TE block 16, Neddyl block inactive, MsrA inh -0.1, PABP1 MLLE inh 7, TbMetRS inhib -1.6, E coli Lon inh 0 and CSN inh -3.

From PubChem BioAssay
